STAT1 activator: increases IFN-gamma driven STAT1 reporter signal; NIH 3T3 STAT1-luciferase reporter, luminescence; 100% = IFN-gamma alone, no compound; activation (% of control), % at 5.5 µM; 200,000 compounds, 2.6% hits; AID 932;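 active means activation above the screen-wide mean activation plus 3 SD, cut at about 130% in these data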;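 further: raw ratio to IFN-gamma control signal so 100% means no change and 0% no light; values of inactives mirror those of a sister screen read the other way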
APP 5'UTR act: activates APP 5'UTR luciferase reporter. SH-SY5Y APP 5'UTR luciferase reporter, luminescence; zero percent = DMSO vehicle wells. 190,000 compounds, 1% hits. activation, % at 2 µM;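 active means activation above a set limit, based on mean plus 3 SD of controls, cut at about 140% in these data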; further: values of inactives mirror those of a sister screen read the other way
APP transl inh: APP translation inhibition; SH-SY5Y APP 5'UTR-luciferase reporter, luminescence; inhibition, % at 2 µM; 190,000 compounds, 0.82% hits; AID 1285;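 active means inhibition above a set limit, derived from the sample mean plus 3 SD, cut at about 45% in these data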; further: values of inactives mirror those of a sister screen read the other way
FLuc stim CS: affects firefly luciferase, flagging false hits in luciferase stimulation screens. P08659. ATPlite luciferase biochemical, luminescence, 10 min; 0 = ATP-free wells, 1 = DMSO control. activation factor at 10 µM. 200,000 tested, under 10 active;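 active means luciferase activation factor, scaled between plate controls, of at least 2 with compound at 10 µM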
Target sequence (P08659 whole entry, looked up): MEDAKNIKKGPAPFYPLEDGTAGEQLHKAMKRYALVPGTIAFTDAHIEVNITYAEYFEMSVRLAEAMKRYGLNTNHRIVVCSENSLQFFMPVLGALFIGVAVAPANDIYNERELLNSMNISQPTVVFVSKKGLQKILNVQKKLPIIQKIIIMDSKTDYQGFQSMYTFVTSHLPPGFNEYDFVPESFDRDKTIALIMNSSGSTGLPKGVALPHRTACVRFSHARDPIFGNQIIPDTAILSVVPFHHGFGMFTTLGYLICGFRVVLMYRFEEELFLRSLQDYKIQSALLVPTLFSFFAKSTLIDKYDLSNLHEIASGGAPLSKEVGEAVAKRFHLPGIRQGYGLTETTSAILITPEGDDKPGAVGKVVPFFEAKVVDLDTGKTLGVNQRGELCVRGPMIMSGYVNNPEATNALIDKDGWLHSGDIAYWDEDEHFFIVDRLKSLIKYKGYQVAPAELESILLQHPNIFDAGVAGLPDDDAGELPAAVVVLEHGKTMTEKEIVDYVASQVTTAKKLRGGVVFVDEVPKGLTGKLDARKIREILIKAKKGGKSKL
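Assay system – cell-free luciferase reagent · Medium – PBS-based ATP solution · Dosing – test compounds dosed from 2 mM stocks in 100% DMSO · Timing – 10 min, room temperature · Technique – light output (luminescence) · Measure – luminescence gain marking luciferase activators · Controls – No-ATP low control, compound-free enzyme-plus-ATP high control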
NF-kB neuron act: raises NF-kB expression in human neuronal cells | NF-kB reporter expression; stronger effect = higher value | 190,000 compounds, 1.6% hits | fold change at 12.5 µM; in the data active means fold change above about 3.3
TLR4-MyD88 BLA: TLR4-MyD88 interaction inhibition in cells. O00206+Q99836. HeLa CL3-4 TLR4/MyD88 BLA complementation, FRET ratio. inhibition, % at 8.4 µM. 200,000 compounds, 0.18% hits. AID 861; in the data active means inhibition above about 25%;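 further: 0% = vehicle and 100% = reference inhibitor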
Diaph act CS: diaphorase activation or chemical reduction counter-screen. activation factor at 20 µM. Diaphorase/resazurin coupled assay, resorufin fluorescence, 16 min; stronger effect = higher value; 1 = vehicle wells, 0 = NADH-free wells. 190,000 compounds, 0.005% hits;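 active means diaphorase activity raised at least twofold by the compound at 20 µM; inactive means activation factor below 2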
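test system = bacterial diaphorase enzyme (C. kluyveri) | quantity = enzyme 0.07 U/mL final | reagent = NADH substrate 0.114 mM plus resazurin dye 0.1 mM, final | incubation = 16 min enzyme reaction, ambient temperature | buffer or medium = HEPES pH 7.4 buffer with MgCl2 and Tween 20 | signal = fluorescence of resorufin, 544 nm excitation, 590 nm emission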
Diaph inh CS: diaphorase inhibition or chemical oxidation counter-screen; diaphorase resazurin-to-resorufin fluorescence, NADH, 16 min; bacterial (C. kluyveri) enzyme, not human; inhibition, % at 20 µM; 190,000 compounds, 0.69% hits; AID 1217;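 active means primary screen inhibition at 20 µM above a set limit, cut at about 50% in these data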;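 further: plate controls were DMSO with full reaction for no effect and wells lacking NADH for full effect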
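Assay system: diaphorase enzyme from Clostridium kluyveri. Quantity: enzyme working solution with 0.14 U/mL diaphorase. Schedule: reaction incubation of 16 min at room temperature. Technique: resorufin fluorescence, excitation 544 nm, emission 590 nm. Controls: No-NADH positive control and DMSO neutral control.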
G6PDH counter: inhibits Leuconostoc G6PDH, flagging false hits in G6PDH-based assays; Purified L. mesenteroides G6PDH, diaphorase/resazurin coupled fluorescence, 45 min; inhibition, % at 5 µM; 200,000 compounds, 0.12% hits; in the data active means inhibition above about 50%
FLuc inh counter: Photinus pyralis luciferase inhibition counter-screen; ATPLite firefly luciferase biochemical luminescence, 10 min; inhibition, % at 10 µM; AID 1006; 200,000 compounds, 1.5% hits; P08659;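 active means inhibition above about 50% when tested at 10 µM, limit read from the data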
Numbers without * were called inactive; · = not tested or not shown.

SMILES | STAT1 activator | APP 5'UTR act | APP transl inh | FLuc stim CS | NF-kB neuron act | TLR4-MyD88 BLA | Diaph act CS | Diaph inh CS | G6PDH counter | FLuc inh counter
CN(CC(O)Cn1c2ccccc2c2ccccc21)S(C)(=O)=O (stereo unspecified) | 91.2 | -9.7 | 9.7 | 1 | 1.26 | 4.9 | 0.8 | 15.5 | 13.1 | -3.6
O=[N+]([O-])c1ccc(Cl)cc1Sc1cccc2cccnc12 | 105.6 | 4.0 | -4.0 | 1.1 | 1.32 | -4.9 | 0.8 | 18.6 | 4.5 | -8.2
Cc1cc(NCCC(C)C)n2nc(C)c(-c3ccccc3)c2n1 | 97.8 | 15.5 | -15.5 | 1 | 1.32 | -3.4 | 0.8 | 16.9 | 5.1 | -3.6
CCOc1ccc(NC(=S)N(CCCN2CCCC2)Cc2cccn2Cc2ccc(Cl)cc2)cc1 | 100.8 | 22.4 | -22.4 | 1.1 | 0.78 | -1.2 | 1 | -0.9 | 2.8 | -10.3
O=C(C(Cc1ccccc1)N1C(=O)C2C3C=CC(C3)C2C1=O)N1CCCCCC1 (stereo unspecified) | 93.3 | 7.4 | -7.4 | 1 | 2.11 | -19.4 | 1 | 4.6 | -0.4 | -3.3
Cc1ccc(-n2nc3c(n2)/C(=N/O)CC/C3=N\O)cc1 | 130.5* | 86.1 | -86.1 | 0.3 | 4.67* | 0.5 | 0.9 | 11.6 | 5.7 | 66.9*
CCN(CC)C(=O)CSc1nnc(-c2cccc(OC)c2)o1 | 105.9 | 31.4 | -31.4 | 0.9 | 1.18 | 2.2 | 1 | -4.3 | 0.8 | 5.1
CN(C)CCNc1ncnc2ccccc12 | 94.8 | 9.9 | -9.9 | 1.1 | 0.9 | 4.5 | 0.9 | 8.2 | 5.6 | -5.5
CC1CC(C)CN(C(=S)Nc2ccc(OC(F)F)cc2)C1 (stereo unspecified) | 100.9 | -0.8 | 0.8 | 1.1 | 1.02 | 7.3 | 0.9 | 11.3 | 0.4 | -9.0
O=C(Nc1ccc(O)cc1)c1c(O)c2c([nH]c1=O)CCCC2 | 155.0* | 162.2* | -162.2 | 0.6 | 1.01 | 3.2 | 1 | 4.5 | -8.4 | 41.3

The closing 2 entries of the part before open the next one.
SMILES | STAT1 activator | APP 5'UTR act | APP transl inh | FLuc stim CS | NF-kB neuron act | TLR4-MyD88 BLA | Diaph act CS | Diaph inh CS | G6PDH counter | FLuc inh counter
CC1CC(C)CN(C(=S)Nc2ccc(OC(F)F)cc2)C1 (stereo unspecified) | 100.9 | -0.8 | 0.8 | 1.1 | 1.02 | 7.3 | 0.9 | 11.3 | 0.4 | -9.0
O=C(Nc1ccc(O)cc1)c1c(O)c2c([nH]c1=O)CCCC2 | 155.0* | 162.2* | -162.2 | 0.6 | 1.01 | 3.2 | 1 | 4.5 | -8.4 | 41.3
COCCNc1c2c(nc3c(-c4ccccc4)c(C)nn13)CCCC2 | 104.7 | -10.8 | 10.8 | 1.1 | 0.92 | 10.3 | 0.9 | 12.3 | -0.8 | -5.3
COc1ccccc1OCCN1C(=O)S/C(=C\c2ccco2)C1=O | 107.0 | -2.4 | 2.4 | 1.1 | 1.51 | -1.8 | 0.8 | 18.5 | 0.3 | -6.9
O=C(CN1C(=O)c2ccccc2S1(=O)=O)N1CCN(c2ccc(F)cc2)CC1 | 93.2 | 5.2 | -5.2 | 1.1 | 1.1 | 2.9 | 0.9 | 11.4 | -2.2 | -6.0
NC(=O)COC(=O)CC12CC3CC(CC(Br)(C3)C1)C2 | 105.4 | 14.8 | -14.8 | 1.1 | 1.27 | -7.5 | 1 | 2.7 | 1.9 | -5.1
Cn1cc(CNC(=O)C2c3ccccc3Oc3ccccc32)cn1 | 94.0 | 0.1 | -0.1 | 1 | 1.06 | 4.8 | 1.1 | -14.5 | 1.6 | -1.6
O=C(Nc1nc(-c2cc3ccccc3o2)cs1)c1ccc(S(=O)(=O)N2CCCC2)cc1 | 80.8 | 13.5 | -13.5 | 1.1 | 0.65 | 4.7 | 0.9 | 9.8 | -2.2 | -5.7
C/C(=N\NS(=O)(=O)c1ccc(C)cc1)c1ccc(C)o1 | 94.5 | 9.9 | -9.9 | 1.1 | 1.12 | -11.2 | 0.9 | 9.3 | 2.7 | -7.9
CN1CCN(S(=O)(=O)c2ccc(NC(=O)c3cccs3)cc2)CC1 | 97.5 | 10.5 | -10.5 | 1.1 | 1.24 | -1.0 | 1 | 3.3 | 8.7 | -8.0
c1cc(-c2cccs2)nc(-c2cccs2)c1 | 98.0 | 9.1 | -9.1 | 1 | 1.25 | -18.8 | 0.8 | 17.7 | 1.2 | 3.0
Cc1cccc(-n2c(C)cc(/C=N/O)c2C)c1 | 106.6 | 5.4 | -5.4 | 1.1 | 1.12 | 17.3 | 0.9 | 12.6 | 23.0 | -6.2
Cn1c(=O)c2c(nc(NCC3CCCO3)n2C)n(C)c1=O (stereo unspecified) | 102.3 | -16.6 | 16.6 | 1.1 | 1.19 | -6.4 | 0.9 | 13.9 | 2.1 | -6.0
CC(NC(=O)C1CCC(CNc2c(N3CCOCC3)c(=O)c2=O)CC1)c1ccccc1 (stereo unspecified) | 99.4 | 2.8 | -2.8 | 1.1 | 0.97 | 14.9 | 1 | 1.0 | 12.2 | -9.9
CCOC(=O)C1(C)/C(=N/Nc2ccccc2Cl)C(=O)C(=O)N1c1ccccc1 (stereo unspecified) | 109.2 | 23.4 | -23.4 | 1 | 1.67 | 3.1 | 0.9 | 7.0 | 12.7 | -2.1
Nc1nonc1C(=O)NCCNS(=O)(=O)c1ccc(Br)cc1 | 104.8 | -4.4 | 4.4 | 1 | 1.28 | 4.5 | 0.9 | 13.1 | -15.8 | -4.7
c1ccc(Cn2nnnc2C(c2cccs2)N2CCOCC2)cc1 (stereo unspecified) | 100.0 | -4.4 | 4.4 | 1 | 1.42 | 3.2 | 1.1 | -6.7 | 2.4 | -0.8
O=C(Nc1ccc(Cl)cc1)C1CC(=O)n2c(nc3ccccc32)N1 (stereo unspecified) | 112.6 | -12.0 | 12.0 | 1 | 1.13 | -12.2 | 1 | 1.6 | 15.2 | -3.6
CCOC(=O)N/N=C\C=C\c1ccc2c(c1)OCO2 | 121.8 | 37.6 | -37.6 | 0.8 | 2.05 | -6.1 | 1 | 0.0 | -18.4 | 16.0
CC1COC(=O)C(NNc2ccc(Cl)c(Cl)c2)=N1 (stereo unspecified) | 94.0 | -6.5 | 6.5 | 1 | 1.05 | -10.4 | 0.8 | 23.4 | -6.0 | 2.6
COc1ccc(-c2cc(C(=O)N3CCN(Cc4ccccc4)CC3)no2)cc1OC | 107.1 | -0.9 | 0.9 | 1 | 0.88 | -3.8 | 0.9 | 7.2 | -3.5 | -1.4
CC1(C)C2CCC1(C(=O)O)c1nc3ccccc3nc12 (stereo unspecified) | 94.9 | 7.2 | -7.2 | 1 | 1.12 | -4.0 | 1 | 4.9 | 7.1 | -4.1
CC1CN(c2ncnc3c2oc2ccccc23)CC(C)O1 (stereo unspecified) | 107.3 | 5.1 | -5.1 | 1 | 1.16 | -7.1 | 0.9 | 12.9 | 11.1 | -3.1
Nc1ccc2oc(C3CCCCC3)nc2c1 | 131.8* | 38.2 | -38.2 | 0.9 | 1.61 | 1.3 | 0.7 | 25.3 | 19.8 | 12.2
CCN(CC)CCNc1ccc(Cl)cc1[N+](=O)[O-] | 93.2 | -4.1 | 4.1 | · | · | -12.0 | · | · | · | ·
S=C(Nc1cccc2ccccc12)NN1CCOCC1 | 105.5 | 9.4 | -9.4 | 1 | 1.08 | 3.9 | 0.8 | 19.6 | 6.6 | -2.5
COc1cccc(NC(=O)N(C2CCCCC2)C(C)c2cccs2)c1 (stereo unspecified) | 97.1 | 3.2 | -3.2 | 1 | 0.95 | -2.4 | 0.9 | 14.2 | 16.8 | 0.4
CCCCSCCCNC(=S)Nc1ccccc1C | 93.0 | 15.6 | -15.6 | 1.1 | 1.13 | -4.8 | 1 | 3.7 | 12.4 | -11.1
COc1ccc(C=O)cc1COc1ccc(F)cc1F | 102.1 | -7.1 | 7.1 | 1 | 1.31 | 5.4 | 0.8 | 17.0 | 15.6 | 0.7
Cc1ccc(-c2csc(NC(=O)C3=NN(c4ccccc4)C(=O)CC3)n2)cc1 | 88.4 | 2.8 | -2.8 | 1 | 0.55 | 8.1 | 0.9 | 12.2 | 17.8 | 0.9
C=CCn1c(SCC(=O)Nc2ncc(Cc3ccc(Br)cc3)s2)nnc1-c1ccncc1 | 98.3 | -6.2 | 6.3 | 1 | 1.34 | -8.3 | 0.9 | 5.2 | 6.8 | -1.2
O=C1C2CC=C(Cl)CC2C(=O)N1CN(Cc1ccco1)CN1C(=O)C2CC=C(Cl)CC2C1=O (stereo unspecified) | 102.1 | 18.9 | -18.9 | 1 | 1.31 | 0.3 | 0.9 | 13.1 | 10.0 | -4.8
Cc1ccc(CN(Cc2ccccc2)C(=S)NCC(=O)NCc2cccnc2)o1 | 92.2 | -0.4 | 0.4 | 1.1 | 1.38 | 5.9 | 0.9 | 8.8 | -1.7 | -8.0
CCOC(=O)c1cnc(-c2ccccc2)nc1N1CCOCC1 | 98.3 | 20.1 | -20.1 | 1.1 | 1.06 | -12.3 | 0.9 | 14.2 | 11.3 | -6.4
O=C1C2C(C(=O)N1/N=C/c1cccc([N+](=O)[O-])c1)C1C=CC2C12CC2 (stereo unspecified) | 124.1 | 7.6 | -7.6 | 0.8 | 0.73 | -1.6 | 0.8 | 15.6 | 2.0 | 15.6
CCCC(=O)Nc1ccc(C(=O)Nc2ccc([N+](=O)[O-])cc2OC)cc1 | 101.2 | -7.4 | 7.4 | 1 | 0.92 | -3.5 | 1.1 | -6.6 | 17.1 | -4.0
CCCCn1c(O)c(C(CC)=Nc2ccc3c(c2)CCC3)c(=O)[nH]c1=O | 97.0 | 2.6 | -2.6 | 1 | 1.15 | 9.3 | 0.7 | 33.6 | 5.4 | -4.0
O=C(NCc1ccc(F)cc1)C1Cc2ccccc2CN1C(=O)c1ccco1 (stereo unspecified) | 102.3 | 18.1 | -18.1 | 1.1 | 1.29 | -16.7 | 0.9 | 9.2 | 3.1 | -6.2
CCCCC(=O)O[C@H]1CC[C@H]2[C@@H]3CCc4cc(O)ccc4[C@H]3CC[C@]12C | 108.5 | -8.2 | 8.2 | 1.1 | 1.25 | -8.4 | 0.7 | 32.9 | 10.4 | -6.6
O=C(Nc1ccccc1C(=O)N1CCOCC1)c1ccc(Cl)cc1 | 102.7 | 10.6 | -10.6 | 1.1 | 1.15 | 1.1 | 0.9 | 13.2 | -2.7 | -6.1
O=C(COC(=O)c1cnccn1)NCCc1ccccc1 | 100.2 | 1.9 | -1.9 | 1 | 1.27 | 13.5 | 0.9 | 10.2 | 1.1 | -0.9
Cc1ccccc1OCCn1c(=O)sc2ccccc21 | 99.8 | -5.2 | 5.2 | 1.1 | 1.37 | -9.7 | 0.8 | 15.4 | 1.6 | -6.4
C=C(C)c1cccc(C(C)(C)NC(=O)NC2CCCC2)c1 | 96.8 | 11.6 | -11.6 | 1 | 1.01 | 4.6 | 0.9 | 8.1 | 6.5 | -3.3
